Compound activity as filed in PubChem BioAssay.
ALOX12 inh: Primary qHTS assay for inhibitors of human arachidonate 12S-lipoxygenase (ALOX12): Round 2; 580,000 tested, 1.1% active; Polyunsaturated fatty acid lipoxygenase ALOX12 (Homo sapiens), P18054; purified 12hLO, xylenol orange hydroperoxide absorbance; Potency, µM (titrated, usually from 108 µM), inactives show top-dose activity change, negative = inhibition, hits mostly inhibitors; AID 1671190, 2021; active = well fitted inhibition curve with a large enough effect; inconclusive = small, poorly fitted or top-dose-only effect, or another doubt; inactive = no such curve, though single readings can be large or run the other way
Target sequence (P18054 whole entry, looked up): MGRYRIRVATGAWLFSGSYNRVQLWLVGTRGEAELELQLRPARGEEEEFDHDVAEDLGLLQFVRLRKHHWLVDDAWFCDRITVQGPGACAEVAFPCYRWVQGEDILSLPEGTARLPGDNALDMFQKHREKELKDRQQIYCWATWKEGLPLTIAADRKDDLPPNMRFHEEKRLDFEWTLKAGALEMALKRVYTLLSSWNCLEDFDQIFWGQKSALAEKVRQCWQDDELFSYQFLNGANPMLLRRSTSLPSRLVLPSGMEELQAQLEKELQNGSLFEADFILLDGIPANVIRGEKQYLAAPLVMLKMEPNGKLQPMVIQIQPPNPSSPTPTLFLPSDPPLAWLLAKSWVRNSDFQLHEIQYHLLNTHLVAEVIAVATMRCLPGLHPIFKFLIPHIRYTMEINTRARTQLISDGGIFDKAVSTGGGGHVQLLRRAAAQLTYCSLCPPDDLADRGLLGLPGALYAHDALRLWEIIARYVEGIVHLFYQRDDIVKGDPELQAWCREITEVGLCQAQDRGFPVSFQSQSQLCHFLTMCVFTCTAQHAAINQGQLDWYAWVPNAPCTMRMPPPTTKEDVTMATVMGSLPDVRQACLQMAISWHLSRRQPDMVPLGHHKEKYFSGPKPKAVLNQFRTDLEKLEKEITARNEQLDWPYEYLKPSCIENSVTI
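Hydroperoxide product was detected by ferrous iron/xylenol orange as the 573 to 405 nm absorbance ratio. Arachidonic acid at 40 uM (final) was turned over for 30 min at room temperature by 150 nM human 12hLO, pH 7.0 Hepes buffer, after 15 min compound preincubation.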
* marks the source's active call; other numbers are inactive results; ? = inconclusive; [ ] = dose if it differs, or a comment. % is scaled to controls: 0 for no effect and ±100 for the full control effect; potency is read from the fitted curve at half-maximal effect. An excerpt; rates above refer to the full screens.

smiles | ALOX12 inh
COc1ccc(C(=O)N2CCn3c(nnc3[C@@H]3C[C@@H](O)CN3C(C)C)C2)c(OC)c1 | 8.5%
COC[C@@H]1CN(C(=O)c2c(C)noc2C)C[C@H]1c1ccncc1 | -1.9%
COCCCNc1cc(-c2ccsc2)nc2c(C)noc12 | ?
Cn1nccc1C(=O)N1CC(c2ncc3c(-c4ccc(F)cc4)nccn23)C1 | -25.8%[176 µM]
CCn1nc(C)c(CN2CCC3(CC2)CN(c2ccncn2)CC3CO)c1C (stereo unspecified) | 47.3%[activator]
O=C(CCn1ccn2nc3c(c2c1=O)CCCC3)NC1CCCCC1 | -0.2%
COc1ccc(C(=O)N2CCN(c3nc4ncccc4o3)CC2)cc1 | 18.2%[176 µM]
CN(CC(=O)N1CCc2c(c(-c3nncn3CC3CC3)nn2C)C1)S(=O)(=O)c1cnc[nH]1 | 5.5%

Next part
smiles | ALOX12 inh
COc1cc(=O)n2c(c1C(=O)Nc1cc(Cl)ccc1F)CCCC2 | 42.6%[activator]
CCOc1cc(C(=O)NC2CCN(c3cc(-c4ccc(OC)cc4)[nH]n3)C2)cc(OCC)c1OCC (stereo unspecified) | 5.8%
Cc1noc([C@@H]2CN(C(=O)COc3ccc(F)cc3)C[C@H]2CO)n1 | 25.9%
CCCC(=O)N1Cc2ccccc2CC2(CCCN(Cc3ccncc3)C2)C1 (stereo unspecified) | 14.4%[6.33 µM]
FC(F)(F)c1cc(-c2cnc3ccc(NCc4ccco4)nn23)cc(C(F)(F)F)c1 | -29.8%
CCCN(CC1CCOC1)C(=O)Nc1ccc(OC)c(F)c1 (stereo unspecified) | 25.6%
COC[C@@H]1CN(C(=O)c2cc(C)oc2C)C[C@H]1c1nc(C2CC2)no1 | -28.3%
Cc1cccc(N2Cc3c(ncnc3NCc3ccc(C(F)(F)F)cc3)CN(C)C2=O)c1 | 16.2%

(listing goes on)
smiles | ALOX12 inh
Cc1cccnc1C(=O)N[C@@H]1CN(S(C)(=O)=O)C[C@H]1CN(C)C | 47.1%[activator]
Cc1cc(C(=O)N2C[C@@H](COCC3CC3)[C@H](c3ccncc3)C2)no1 | 52.6%[activator]
Cc1ccccc1CNC(=O)c1cc2cn(C(C)C)cc2s1 | ?
N#Cc1ccccc1NC(=O)c1cc2n(n1)CC(c1ccc(Br)cc1)OC2 (stereo unspecified) | 4.3%
Cc1nn2c(c1-c1ccccc1OCc1ccccc1)N(Cc1ccc(C(=O)O)s1)CCC2 | 5.3%
COCC1CN(C2CCC2)CC12CCN(C(=O)CCc1ccccc1)CC2 (stereo unspecified) | 28.8%
O=C1NCCN(Cc2cccnc2)C1CC(=O)N(Cc1ccccc1)CC1CCC1 (stereo unspecified) | 43.1%[activator]
NC(=O)COc1ccc(C(=O)N[C@@H]2CN(Cc3ccccn3)CCC[C@H]2O)cc1 | 63.4%[activator][176 µM]

Additional records:
smiles | ALOX12 inh
Cc1ccc(CCNC(=O)c2nnn3c2COC(c2ccc(Cl)cc2)C3)cc1 (stereo unspecified) | -0.9%
CC(O)c1cc2n(n1)CCCN(C(=O)c1n[nH]c3c1COCC3)C2 (stereo unspecified) | 15.1%
COc1ccccc1Cc1c(-c2cccc(Br)c2)nc2ccc(C)cn12 | ?
CCOCC(=O)N1CCC(Nc2cccn3ncnc23)CC1 | 44.0%[activator]
COc1ccc(C(=O)N2CC(Oc3ccccc3-c3nc(-c4ccccc4)no3)C2)cc1 | 3.0%
O=C(Nc1ccccc1Cl)c1cnc(-c2ccccc2)nc1-c1ccncc1 | -20.8%
CNCCN(C)C(=O)C1CCCN(C2CCN(C3Cc4ccccc4C3)CC2)C1 (stereo unspecified) | ?
Cc1ccccc1N1Cc2c(NCC3CCCCCC3)ncnc2N(C)CC1=O | ?

Ordered by SMILES length (high to low): some entries from above.
smiles | ALOX12 inh
COc1ccc(C(=O)N2CC(Oc3ccccc3-c3nc(-c4ccccc4)no3)C2)cc1 | 3.0%
Cc1ccccc1N1Cc2c(NCC3CCCCCC3)ncnc2N(C)CC1=O | ?
CCOCC(=O)N1CCC(Nc2cccn3ncnc23)CC1 | 44.0%[activator]

Continued:
smiles | ALOX12 inh
CN(C)C[C@@H]1CN(Cc2ccccc2)C[C@H]1NC(=O)c1cn(C)cn1 | 92.9%[activator]
C#CCN(CC=C)Cc1ccc(OC)cc1OC | 5.5%
COc1ccccc1CCC(=O)N1C[C@H](N)C[C@H]1C(=O)NC(C)C | 1.3%
COc1cccc(CNC(=O)Cn2c(N3CCc4ccccc4C3)nc(C)cc2=O)c1 | 26.9%
CCn1cnnc1-c1nn(C)c2c1CN(C(=O)CCC(=O)N1CC(=O)Nc3ccccc31)CC2 | 42.4%
O=C(NCc1c[nH]c2ncccc12)c1ccc2c(c1)OCO2 | 15.9%[176 µM]
COc1cccc(C(=O)NCc2nnc3cc(-c4nc(C)no4)ccn23)c1 | 36.6%
CCOC(=O)C1=CN(CC(=O)Nc2ccc(C(C)=O)cc2)S(=O)(=O)N=C1C | 7.4%

Going on with the list.
smiles | ALOX12 inh
O=C(Nc1cccc(Cl)c1)[C@@H]1C[C@@H](c2ccc(F)cc2)N([S+](=O)([O-])c2cccnc2)C1 | -28.1%
COc1ccc(C(=O)N2CCCC3(CC(c4ccccn4)=NO3)C2)cc1 (stereo unspecified) | 0.0%[6.33 µM]
O=C(Nc1ccc2c(N3CCCC3)ncnc2c1)c1ccccc1Cl | 66.5%[activator]
CCNC(=O)N1CCOC(CN(CC2CC2)C(=O)c2cccc(F)c2)C1 (stereo unspecified) | 49.3%[activator]
Nc1ccn([C@@H]2O[C@H](C(=O)N[C@H](Cc3ccccc3)C(=O)N[C@H]3CCCCNC3=O)[C@@H](O)[C@H]2O)c(=O)n1 | -6.9%
CN1Cc2cc(C(=O)N3CCC(C4CCNCC4)CC3)ccc2N[C@@H](CC(=O)O)C1=O | -28.6%[22.9 µM]
CO[C@@H]1COCC[C@H]1NC(=O)CCc1ccc(-c2ccc(Cl)cc2)[nH]1 | 56.9%[activator]
Cc1ccc(C(=O)N2CC[C@@](C)(O)[C@@H](Cc3ccccc3)C2)cc1C | 6.8%

Other results.
smiles | ALOX12 inh
O[C@]12CCNC[C@H]1CN(Cc1cccc(-c3ccccc3)c1)CC2 | 5.1%
O=C(Cc1ccccc1F)N1CCC(c2nc(C3CCOCC3)no2)C1 (stereo unspecified) | 24.1%
COc1cccc(C2Cn3nnc(-c4nc(-c5ccc(OC(C)C)cc5)no4)c3CO2)c1 (stereo unspecified) | 54.0%[activator]
CCNC(=O)N1CCC(OC2CCN(Cc3ccccc3)CC2)CC1 | 5.5%
CCN1c2cc(C(=O)Nc3ccccc3)ccc2C(=O)N2CCCC21 (stereo unspecified) | 56.9%[activator]
COc1cccc(-c2cnc([C@@H]3COCCN3Cc3ccc(NC(C)=O)cc3)[nH]2)c1 | 30.4%[176 µM]
CCOC(=O)c1ccc(CN2C(=O)C(n3cccc3)c3ccccc32)o1 (stereo unspecified) | ?
CCc1cccc(NC(=O)c2ccc3c(c2)N(CC)C2CCCCCN2C3=O)c1 (stereo unspecified) | 12.3%

The results go on:
smiles | ALOX12 inh
CSc1ccc(NC(=O)N2CCC(N(CCC(C)C)C3CCOCC3)CC2)cc1 | 48.7%[activator]
COc1ccccc1CNC(=O)CCc1nc(C2CCCN2C(=O)NC(C)C)no1 (stereo unspecified) | 18.1%
CCC1=C(C(=O)OC)C(c2cccc(OC)c2OC)N2C(CC(=O)N3CCOCC3)=CSC2=N1 (stereo unspecified) | 45.4%
Cc1cccc(C)c1NC(=O)N1CCC(OC2CCN(S(C)(=O)=O)CC2)CC1 | 78.9%[activator]
Cc1ccccc1N(C)C1CN([S+](=O)([O-])c2ccccc2)C1 | -2.8%[6.33 µM]
CCN1c2cc(C(=O)NC3CCN(Cc4ccccc4)CC3)ccc2C(=O)N2CCCCC21 (stereo unspecified) | 2.4%
COc1cccc(C(=O)N2CCC3(CC2)NC(=O)N(Cc2ccccc2)C3=O)c1OC | -10.2%
CCn1nccc1C(=O)N1CCCCCC1c1nnc(-c2ccccc2)o1 (stereo unspecified) | 20.3%

Following part.
smiles | ALOX12 inh
COc1ccccc1CN1C[C@@H]2C(=O)N(Cc3ccc4c(c3)OCO4)C(=O)[C@@H]2C1 | -1.6%
Nc1nc(-c2nn(Cc3ccccc3F)c3ncccc23)nc(N)c1N1CCOCC1 | -6.7%[57.4 µM]
COCCC(=O)Nc1ccc2c(c1)CCC(=O)N2C | 36.7%[activator]
O=C1Nc2ccccc2C12CCN(Cc1ccc(C(F)(F)F)cc1)C2 (stereo unspecified) | 0.8%[6.33 µM]
O=C(c1ccccc1)N1CC(=O)N2[C@@H](CO)[C@@H](c3ccc(Br)cc3)[C@@H]2C1 | ?
COc1ccc(CCN2CCC(CN(C)C(=O)NCc3ccccc3)CC2)cc1 | ?
Cc1cc(C)n(Cc2ccc(C(=O)NCCc3noc(-c4cccnc4)n3)o2)n1 | 4.2%
Cc1cc(C(=O)N2CCCCCCNC(=O)[C@@H]3C[C@@H](c4nc(Cc5ccccc5)no4)C[C@@H]32)nn1C | 7.8%

The results go on.
smiles | ALOX12 inh
COCCNc1ncc(-c2ccnc(C)c2)c2c1OCC2 | 29.1%[176 µM]
Cc1nc(-c2cccc(Cl)c2)n(CC(=O)Nc2ccccc2)c(=O)c1CCO | -5.7%
CCN(CCOc1ccccc1)C(=O)c1ccoc1C | 4.3%
CS(=O)(=O)N(Cc1cccnc1)C1CN(C(=O)COc2ccc(F)cc2)C1 | 43.1%[activator]
CC(C)C[C@@H]1N[C@H](C(=O)N(C)CCC#N)Cc2c[nH]c3cccc1c23 | 60.6%[activator][176 µM]
COc1cncc([C@@H](NC(=O)c2ccc3c(c2)CCC3)C2CC(O)C2)c1 (stereo partly specified) | 49.0%[activator]
CCCNC(=O)C1COC2(CCN(C(=O)c3ccccc3C)CC2)N1C(=O)c1cccc(F)c1 (stereo unspecified) | ?
COc1ccc(N2CCN(C(=O)CCC[C@@H]3[C@H]4CCCN5CCC[C@@H](CN3C(C)=O)[C@@H]45)CC2)cc1 | 37.6%[activator]

The listing continues.
smiles | ALOX12 inh
O=C(c1ccccc1)N1CCC2(CC1)C(=O)NN=C2C1CC1 | 52.6%[activator][176 µM]
CC(C)CC(=O)N1CCC(N2CC3CC(C2)[C@H]2CCCC(=O)N2C3)CC1 (stereo partly specified) | 4.7%
Cc1ccc(CN2CC[C@@H]3[C@H]2C(=O)NC[C@H](CCC(=O)N2CCCC2)N3C)cc1 | 35.2%[activator][176 µM]
Cc1cc(C)n2nc(C)c(C(=O)N[C@@H]3COCC[C@@H]3OCC3CC3)c2n1 | -5.6%
Cc1ncsc1CCNC(=O)c1cn(CCC2CCCCN2)nn1 (stereo unspecified) | 38.4%[activator]
COc1ccc(C(=O)N[C@@H]2CN(c3ccncn3)C[C@H]2CO)cc1 | 41.9%[activator]
O=C(N[C@H]1CO[C@H]2[C@@H]1OC[C@@H]2Nc1nccc(-c2ccc(-c3ccccc3)cc2)n1)C1CC1 | 62.9%[activator]
Cc1ccccc1NS(=O)(=O)C1CCS(=O)(=O)C1 (stereo unspecified) | 14.7%

(cont.)
smiles | ALOX12 inh
COc1ccc(Cn2c(C3CCN(C(=O)c4ccc(C)c(F)c4)CC3)n[nH]c2=O)cc1 | 10.2%
CCCCN1C(=O)[C@@H]2C[C@@H](O)CN2C2(CN(C3CCOCC3)C2)C1=O | ?
CC(C)C1=NOC2(CCN(Cc3ccc(C(F)(F)F)cc3)C2)C1 (stereo unspecified) | 5.8%[6.33 µM]
CNC(=O)[C@@H]1CCCC[C@@H]1C(=O)N1CCn2nc(Cc3ccccc3)cc2C1 | 50.2%[activator]
Cc1ncsc1C(=O)N1CCCC(c2ccc(C(=O)O)cc2)C1 (stereo unspecified) | 33.9%
CS(=O)(=O)N(Cc1cccnc1)C1CN(C(=O)c2[nH]nc3c2CCc2ccccc2-3)C1 | 44.4%[activator]
CCNC(=O)N[C@H]1CC[C@]2(C)CCC([C@H](C)C(=O)NCc3ccccc3OC)[C@H](O)[C@H]2[C@@H]1C (stereo partly specified) | 1.7%
Cc1ccc(N2CCN(S(=O)(=O)c3c(C)nc4sccn4c3=O)CC2C)cc1 (stereo unspecified) | 13.0%

Retrieved one by one from the list above (three):
smiles | ALOX12 inh
CC(C)C1=NOC2(CCN(Cc3ccc(C(F)(F)F)cc3)C2)C1 (stereo unspecified) | 5.8%[6.33 µM]
Cc1ncsc1C(=O)N1CCCC(c2ccc(C(=O)O)cc2)C1 (stereo unspecified) | 33.9%
CS(=O)(=O)N(Cc1cccnc1)C1CN(C(=O)c2[nH]nc3c2CCc2ccccc2-3)C1 | 44.4%[activator]

(further entries)
smiles | ALOX12 inh
O=C(NCc1ccc(Cl)cc1)c1ccc2ccnn2c1 | 10.8%[176 µM]
O=C(NCc1ccc(F)cc1)N1CCC(c2noc(-c3ccncc3)n2)C1 (stereo unspecified) | 40.3%[activator]
CCCCS(=O)(=O)Nc1ccc([C@H]2OCC(=O)N(Cc3ccccc3)[C@@H]2CO)cc1 | ?
CCc1ccc(C(=O)N2CCC(Cc3nc(C(C)C)no3)CC2)cc1 | 12.3%
CCCN1CCCC12Cc1ccccc1CN(C(C)=O)C2 (stereo unspecified) | 36.2%[activator][176 µM]
CC(C)c1cc(C(=O)NCC2CCN(c3cnn(C)c(=O)c3)C2)n(C)n1 (stereo unspecified) | 31.0%[activator]
CCCC(=O)OC[C@H]1CN(C2CCCC2)S(=O)(=O)c2c(Oc3ccc(C(C)(C)C)cc3)cccc2O1 | -21.8%
CCCNC(=O)N1CCC(O)(c2cnc(CN3CCC3)s2)CC1 | 94.8%[activator][176 µM]
COCc1ccc2c(c1)c(OC(C)(C)C(=O)NCc1ccncc1)nn2Cc1cccnc1 | 13.7%
C[C@H](O)c1onc(-c2ccccc2)c1C(=O)NC(C)(C)C | ?
COC(=O)C1CCCCN1C(=O)CCc1nnc(CCc2ccccc2OC)o1 (stereo unspecified) | 37.3%[activator]
